High-throughput results (PubChem BioAssay)
Mcl-1 Bim block – inhibitors of Bim peptide binding to Mcl-1, primary screen, biochemical, bead-based flow cytometry, multiplex; Bim peptide-Mcl-1 binding; inhibition, % at 10 µM; 190,000 compounds, 0.1% hits; in the data active = inhibition above about 40%;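 note: 0% = no compound tracer wells and 100% = peptide blocker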
Target sequence (Q07820 whole entry, looked up): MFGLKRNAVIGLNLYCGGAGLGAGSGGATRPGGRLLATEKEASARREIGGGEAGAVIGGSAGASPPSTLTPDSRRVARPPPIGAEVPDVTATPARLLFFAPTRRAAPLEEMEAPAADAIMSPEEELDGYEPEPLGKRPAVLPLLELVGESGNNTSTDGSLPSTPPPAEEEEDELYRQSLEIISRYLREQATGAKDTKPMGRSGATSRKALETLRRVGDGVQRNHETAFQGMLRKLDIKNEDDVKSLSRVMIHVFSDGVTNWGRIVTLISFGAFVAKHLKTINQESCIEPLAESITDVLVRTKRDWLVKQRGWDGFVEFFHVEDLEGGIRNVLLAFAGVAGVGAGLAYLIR
Avidin fluor – green autofluorescence of compounds with avidin beads – biophysical, 488/530 nm, flow cytometry, artefact control, profiling panel. compound fluorescence 488/530 nm; active compounds read high. fluorescence (KMESF) at 10 µM. 220,000 compounds, 0.38% hits. AID 1775, 2009; in the data active = fluorescence above about 47; note: inactives centre near 10
ABCG2 inh – ABCG2 efflux pump inhibitors, primary screen, multiplex with ABCB1, IgMXP3 cells, flow cytometry; Broad substrate specificity ATP-binding cassette transporter ABCG2 (Homo sapiens), Q9UNQ0; JC-1 efflux; inhibition, % at 6.6 µM; 190,000 compounds, 0.1% hits; AID 1325, 2008;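 active = inhibition above 80%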;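 note: 0% = DMSO and 100% = nicardipine control wells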
Target sequence (Q9UNQ0 whole entry, looked up): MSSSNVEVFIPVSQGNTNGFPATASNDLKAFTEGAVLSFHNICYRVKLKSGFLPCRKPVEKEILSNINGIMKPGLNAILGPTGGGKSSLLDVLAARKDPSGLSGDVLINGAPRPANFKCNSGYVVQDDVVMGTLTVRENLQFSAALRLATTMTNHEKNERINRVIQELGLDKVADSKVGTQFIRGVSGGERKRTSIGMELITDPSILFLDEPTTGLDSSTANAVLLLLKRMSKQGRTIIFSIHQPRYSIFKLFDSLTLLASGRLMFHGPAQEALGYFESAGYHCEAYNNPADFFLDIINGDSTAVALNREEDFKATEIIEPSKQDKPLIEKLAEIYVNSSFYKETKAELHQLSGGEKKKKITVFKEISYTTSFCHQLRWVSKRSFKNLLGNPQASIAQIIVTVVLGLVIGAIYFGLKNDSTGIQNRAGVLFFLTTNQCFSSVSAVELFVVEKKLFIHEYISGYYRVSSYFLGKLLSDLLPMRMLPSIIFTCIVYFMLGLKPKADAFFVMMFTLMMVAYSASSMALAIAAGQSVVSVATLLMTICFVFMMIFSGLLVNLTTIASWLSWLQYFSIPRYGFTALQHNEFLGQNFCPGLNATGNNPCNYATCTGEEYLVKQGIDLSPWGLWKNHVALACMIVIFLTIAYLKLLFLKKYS
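Times: 10 min at 25 °C | Test system: Two drug-resistant human cell lines, ABCG2 and ABCB1 | Quantity: 3 million cells/mL final, two lines in 1:1 ratio | Signal: Flow cytometry, 530 nm JC-1 signal | Dosing: Compound at 6.6 µM | Controls: Nicardipine and DMSO wells | Reagent: JC-1 as fluorescent efflux pump substrate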
Mcl1 Bid PPI – Mcl-1/Bid binding inhibitors, primary screen, biochemical, TR-FRET, 1536-well | TR-FRET Mcl-1/Bid-Dy647 peptide binding | inhibition, % at 21.7 µM | 220,000 compounds, 0.97% hits;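 active = compounds that cut the binding signal by more than half at the single screening dose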;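 note: His-tagged Mcl-1 with europium anti-His antibody binding Bid BH3 peptide; 0% = Mcl-1 plus peptide wells and 100% = peptide-only wells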
RGS7-Gao – RGS7-Galphao binding modulators, primary screen, biochemical, multiplexed bead flow cytometry | Guanine nucleotide-binding protein G(o) subunit alpha (Homo sapiens), P09471 | actives lie on both sides | binding response (% of control), % at 10 µM | 220,000 compounds, 0.35% hits | AID 1439, 2008; in the data active = binding response below about 49% or above about 150%; inconclusive = no clear call, values can overlap the other calls; inactive = in between;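 note: fluorescent Galphao held in activated GDP-AlF4 state binding bead-coupled RGS7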
GSH fluor – compound fluorescence on glutathione beads, profiling panel, artefact control, biophysical, 488/530 nm, flow cytometry; fluorescence (KMESF) at 10 µM; 190,000 compounds, 0.25% hits; GSH beads flow cytometry, compound fluorescence 488/530 nm; active compounds read high; in the data active = fluorescence above about 89;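 note: glutathione beads carrying GST-tagged Bcl family fusion proteins plus one bare bead set; values are compound well signal with DMSO vehicle wells as background; inactives centre near 16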
Mcl1 Noxa PPI – Mcl-1/Noxa binding inhibitors, primary screen, biochemical, TR-FRET, 1536-well; Induced myeloid leukemia cell differentiation protein Mcl-1 (Homo sapiens), Q07820; TR-FRET Mcl-1/Noxa peptide binding, 2 h; inhibition, % at 21.7 µM; 220,000 compounds, 1.5% hits;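 active = compounds that cut the protein-peptide binding signal by more than 50% relative to plate controls in a single-dose test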;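 note: His-tagged Mcl-1 with rhodamine Noxa BH3 peptide and terbium anti-His antibody; 0% = Mcl-1 plus Noxa peptide wells and 100% = peptide-only wells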
RGS8-Gao – RGS8-Galphao binding modulators, primary screen, biochemical, multiplexed bead flow cytometry; response (percent of control binding), % at 10 µM; 220,000 compounds, 0.34% hits; AID 1423, 2008; actives lie on both sides; in the data active = response below about 60% or above about 140%; inactive = in between;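 note: Galphao activated as the GDP aluminium fluoride complex binding bead-coupled RGS8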
Pf gametocyte – late stage P. falciparum gametocyte viability inhibitors, primary screen, ATP luminescence, HTS. P. falciparum stage V gametocytes, 24 h. inhibition, % at 10.9 µM. 150,000 compounds, 0.065% hits;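 active = inhibition above the mean plus 3 SD of compounds within the control limits, set per campaign, cut at about 38% in these data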;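 note: 0% = DMSO wells and 100% = medium only without gametocytes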
ABCB1 inh – ABCB1 efflux pump inhibitors, primary screen, cell-based, multiplex, flow cytometry, ABCG2 counter-screen; ATP-dependent translocase ABCB1 (Homo sapiens), P08183; CCRF-Adr cells, JC-1 efflux; inhibition, % at 6.6 µM; 190,000 compounds, 0.067% hits; AID 1326, 2008; in the data active = inhibition above about 40%;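 note: 0% = vehicle and 100% = reference inhibitor; higher value means more JC-1 retained so stronger ABCB1 efflux block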
RGS4-Gao reg – modulators of RGS4 binding to Galphao, primary screen, biochemical, multiplexed bead flow cytometry; AID 1415, 2008; actives lie on both sides; binding response (% of control), % at 10 µM; 220,000 compounds, 0.33% hits; in the data active = binding response below about 49% or above about 150%; inactive = in between;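 note: fluorescent Galphao activated with aluminum fluoride binding bead-coupled RGS4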
Numbers without * were called inactive; ? = inconclusive; . = not tested or not shown; [ ] = another dose, or the depositor's remark.

Start of the listing, in advance, three compounds:
SMILES | Mcl-1 Bim block | Avidin fluor | ABCG2 inh | Mcl1 Bid PPI | RGS7-Gao | GSH fluor | Mcl1 Noxa PPI | RGS8-Gao | Pf gametocyte | ABCB1 inh | RGS4-Gao reg
O=C1CSC(c2ccccc2)N1c1nc(-c2ccc(Cl)cc2Cl)cs1 (stereo not given) | 0.0 | 25 | 4.7 | 16.3 | 90.8 | 24 | -3.6 | 94.9 | . | 0.5 | 93.1
COC(=O)CSc1nnc(CNC(=O)Cc2ccccc2)n1C | -5.0 | 10 | -2.0 | 3.8 | 105.7 | 26 | 6.9 | 104.9 | . | 0.3 | 101.9
S=C(NNc1ccc2ccccc2c1)NC1CCCCC1 | -3.0 | 9 | 0.0 | -144.0 | 104.2 | 19 | -54.4 | 100.4 | . | -0.1 | 99.1

The listing, previewed entries included:
SMILES | Mcl-1 Bim block | Avidin fluor | ABCG2 inh | Mcl1 Bid PPI | RGS7-Gao | GSH fluor | Mcl1 Noxa PPI | RGS8-Gao | Pf gametocyte | ABCB1 inh | RGS4-Gao reg
O=C1CSC(c2ccccc2)N1c1nc(-c2ccc(Cl)cc2Cl)cs1 (stereo not given) | 0.0 | 25 | 4.7 | 16.3 | 90.8 | 24 | -3.6 | 94.9 | . | 0.5 | 93.1
COC(=O)CSc1nnc(CNC(=O)Cc2ccccc2)n1C | -5.0 | 10 | -2.0 | 3.8 | 105.7 | 26 | 6.9 | 104.9 | . | 0.3 | 101.9
S=C(NNc1ccc2ccccc2c1)NC1CCCCC1 | -3.0 | 9 | 0.0 | -144.0 | 104.2 | 19 | -54.4 | 100.4 | . | -0.1 | 99.1
CCOC(=O)N1CCN(c2nc(-c3ccc(F)cc3)cs2)CC1 | 2.0 | 13 | 16.6 | -58.8 | 103.9 | 47 | 10.2 | 102.4 | -21.1 | 0.0 | 101.8
C/C(=N\NC(=O)Cc1csc(N2CCOCC2)n1)c1ccc(Cl)c(Cl)c1 | 0.0 | 10 | 13.3 | -27.1 | ? | 9 | 14.8 | 99.5 | 12.3 | 2.2 | 97.8
Cn1nnnc1SCc1nc2ccccc2s1 | 1.0 | 5 | 0.2 | -37.6 | 98.9 | 23 | 4.4 | 99.8 | 0.2 | 0.1 | 100.1
CSc1nc2ccc(S(=O)(=O)N3CCCC3)cc2s1 | 0.0 | 12 | 1.1 | -4.5 | 106.8 | 12 | 4.8 | 100.2 | . | 0.7 | 96.2
Cc1cc(C(=O)COC(=O)c2ccc(O)cc2)c(C)n1CC1CCCO1 (stereo not given) | 0.0 | 11 | 0.9 | -30.8 | 104.0 | 10 | 4.9 | 104.4 | 2.1 | 0.2 | 100.5
O=C(CSc1nnc(Cc2cccs2)n1C1CCCCC1)N1CCCc2ccccc21 | 0.0 | 11 | 26.5 | -49.7 | 101.2 | 30 | 7.7 | 101.1 | 8.2 | 4.7 | 100.0
COC(=O)c1ccc(-n2ccnc2)cc1 | 0.0 | 14 | 3.4 | -4.3 | 96.7 | 10 | -3.8 | 99.7 | 1.2 | 0.1 | 97.5
CCn1c(SCC(=O)OCC(=O)N2c3ccccc3NC(=O)C2(C)C)nnc1-c1ccco1 | 2.0 | 7 | 2.3 | -3.9 | 102.4 | 54 | 1.6 | 100.4 | . | 0.6 | 101.0
O=C(NCc1cccs1)C(Cc1ccccc1)n1cccc1 (stereo not given) | -4.0 | 24 | 5.5 | -24.2 | 102.8 | 15 | -9.1 | 102.6 | . | 0.6 | 101.6
COc1cc(C(=O)N2CCC(NC(=O)C(Cc3ccc(C(C)C)cc3)NC(C)=O)CC2)cc(OC)c1OC (stereo not given) | -4.0 | 14 | -1.3 | -13.5 | 98.7 | 35 | 2.4 | 97.4 | -35.6 | -0.4 | 97.6
Cc1ccc(NC(=S)NCC2CCCO2)cc1 (stereo not given) | -2.0 | 19 | 2.3 | -94.3 | 94.6 | 12 | 12.1 | 100.5 | . | 0.9 | 100.2
N#Cc1cc2c(=O)n3ccccc3nc2n(-c2ccc(Cl)cc2)c1=O | 0.0 | 11 | 9.8 | -23.1 | ? | 15 | -2.3 | 98.5 | 20.6 | 0.8 | 98.8
CCOC(=O)c1c(/N=C/C2=C(O)CC(C)(C)CC2=O)sc(C(C)=O)c1C | -3.0 | 8 | 6.3 | -24.4 | ? | 14 | 19.8 | 99.5 | 10.8 | 0.2 | 99.6
COc1cnc(-c2ccccc2)nc1Sc1ccccc1 | -7.0 | 12 | 3.9 | 3.6 | 97.1 | 14 | -3.1 | 97.2 | . | 0.2 | 94.4
Oc1oc(-c2ccccc2Br)nc1C=Nc1ccc(Br)cn1 | 2.0 | 25 | -1.4 | 30.9 | 104.7 | 5 | 46.6 | 101.1 | 1.7 | -0.9 | 106.0
C=C1N(CCCCCC(=O)O)C(=O)OC12CCCCC2 | 12.0 | 7 | 0.2 | -0.9 | 104.7 | 48 | 11.0 | 102.8 | 14.5 | -0.1 | 104.8
Cn1c(Cl)c(C(=O)Nc2ccccc2)c2ccccc21 | -4.0 | 9 | 48.5 | -31.9 | 114.9 | 11 | 1.6 | 123.6 | . | 4.9 | 112.0
Cc1cc(NC(=O)CCC(=O)N(c2ccc(F)cc2)C(C(=O)NC2CCCC2)c2ccncc2)no1 (stereo not given) | -2.0 | 23 | -0.4 | -39.9 | 92.1 | 53 | -1.7 | 101.7 | -12.6 | 0.1 | 87.1
Cc1n[nH]c(C)c1CNCc1c(C(=O)N2CCCCCCC2)nc2ccc(Cl)cn12 | . | 3 | . | -27.9 | ? | . | -22.1 | 110.8 | -14.5 | . | 114.8
CCOC(=O)c1cc(-c2ccc(C)cc2)n(CCC(=O)NCCN(C)C)c1C | -4.0 | 11 | 28.2 | -24.2 | 95.1 | 13 | 22.2 | 101.8 | . | 4.5 | 96.9
CC1(C)Oc2ccc3ccc(=O)oc3c2/C(=C/Nc2cccc(O)c2)C1=O | -5.0 | 21 | 0.7 | -22.2 | 101.3 | 8 | 11.5 | 99.1 | . | 0.1 | 101.8
Cc1ccc(NC(=O)N(CCCN2CCOCC2)Cc2cccnc2)cc1C | 2.0 | 8 | -2.2 | -5.1 | 99.4 | 23 | 20.4 | 102.1 | . | -2.1 | 102.0
CCCCN(CCCC)C(=O)CSc1nnc(-c2cc(OC)c(OC)c(OC)c2)o1 | -4.0 | 13 | 54.3 | -23.2 | 101.0 | 26 | 12.7 | 105.4 | -26.5 | 6.2 | 108.1
CC1(C)CC(NC(=O)Nc2ccc([N+](=O)[O-])cc2)CC(C)(C)N1 | -3.0 | 25 | -0.2 | -7.1 | 105.0 | 12 | -25.6 | 103.2 | 4.4 | -0.2 | 102.8
CCC(C)(C)NC(=O)Cc1ccc(F)cc1 | 0.0 | 9 | -0.2 | -23.4 | 96.3 | 15 | 10.3 | 103.6 | 11.2 | 0.3 | 104.9
Cc1ccc(SCC2(O)CCN(C(=O)c3ccc(Cl)cc3)CC2)cc1 | -4.0 | . | 1.4 | -40.7 | 96.3 | 9 | -11.5 | 98.4 | 5.7 | 0.7 | 94.7
c1coc(-c2nc3nc4ccccc4nc3n2CC2CCCO2)c1 (stereo not given) | 0.0 | 7 | 3.0 | -4.8 | 99.7 | 13 | 17.6 | 100.1 | . | 0.8 | 103.9
COC(=O)c1ccc(-n2nnnc2SCC(=O)NCc2cccc(C(=O)O)c2)cc1 | 1.0 | 14 | 1.0 | -14.6 | 99.6 | 20 | 11.7 | 100.3 | . | 0.3 | 99.5
Cn1c(=O)cc(N2CCc3ccccc32)[nH]c1=O | -3.0 | 5 | -0.9 | 5.9 | 102.3 | 25 | 11.6 | 101.2 | . | -2.8 | 102.7
O=C(CCCN1C(=O)c2ccccc2C1=O)N1CCc2ccccc2C1 | -4.0 | 13 | 11.0 | -18.6 | 101.5 | 29 | 3.1 | 101.0 | -4.9 | 0.9 | 98.4
Cc1ccc(S(=O)(=O)N2CCN(S(=O)(=O)c3ccc(C)cc3)C2c2ccccc2)cc1 | -3.0 | . | 1.7 | -20.9 | 96.0 | 11 | 6.6 | 101.7 | . | 2.1 | 95.9
O=c1oc2ccccc2nc1/C=C(O)/C=C\c1ccccc1 | -3.0 | 10 | -1.3 | -6.3 | 100.6 | 15 | 1.9 | 105.5 | -21.9 | -0.2 | 105.2
O=S(=O)(NCc1ccccn1)c1ccccc1 | -2.0 | 7 | 26.9 | -21.4 | 97.9 | 13 | -15.3 | 100.1 | 8.9 | 3.1 | 98.5
O=C(NCc1ccc(Cl)cc1)NCc1ccc(Cl)cc1 | -1.0 | 10 | 6.5 | -9.9 | 87.6 | 15 | 16.3 | 97.6 | 12.0 | 0.2 | 94.6
COc1ccccc1CCNS(=O)(=O)c1ccc(C(=O)O)n1C | . | 7 | . | 0.6 | ? | . | 28.6 | 115.4 | -22.7 | . | 128.8
CC1(C)Cc2ccccc2-c2nnc(-c3cccc(O)c3)n21 | 0.0 | 8 | 0.9 | -2.0 | 101.9 | 58 | -1.3 | 101.0 | 6.4 | 0.4 | 101.4
CN(C)S(=O)(=O)c1cccc(NC(=O)Cc2ccc(Cl)cc2)c1 | -5.0 | 13 | 18.0 | -8.2 | 98.7 | 6 | 20.0 | 104.4 | -22.9 | 0.4 | 100.0
CN1OC(Cn2cc(C#N)c(=O)n(C)c2=O)CC1c1ccccc1 (stereo not given) | 0.0 | 10 | 3.8 | -8.5 | 95.1 | 15 | 13.2 | 100.4 | 6.9 | 0.7 | 90.9
O=C(CSc1ccc(Cl)cc1)OCc1nnc(-c2ccccc2)o1 | 0.0 | 28 | 2.1 | -2.8 | 100.1 | 24 | 0.9 | 100.7 | 16.1 | 0.4 | 101.8
Cc1ccc(NC(=O)c2c(O)c3ccccc3n(C)c2=O)nc1 | 4.0 | 10 | 0.1 | 1.6 | 98.3 | 6 | 0.3 | 97.9 | . | 0.1 | 98.5
CNc1nnc(CSc2nc3ccccc3s2)s1 | -11.0 | 5 | 4.8 | 10.2 | 106.8 | 36 | -12.4 | 112.9 | . | -0.2 | 111.1
COC(=O)c1ccc(Oc2ccc3nnc(C)n3n2)cc1 | -2.0 | 6 | 8.2 | 3.1 | 116.1 | 64 | 20.4 | 141.8*[activator] | . | 0.9 | 122.3
